PfM18AAP inh: PfM18AAP inhibitors, malaria aminopeptidase, primary screen, biochemical, QFRET, recombinant enzyme. M18 aspartyl aminopeptidase (Plasmodium falciparum 3D7). H-Glu-NHMec fluorogenic cleavage. AID 1822, 2009. inhibition, % at 7.35 µM. hit rate 1.2% among 290,000;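 active = inhibition above the campaign mean inhibition over all tested compounds plus 3 SD, cut at about 28% in these data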;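 also: 0% = plate median of test compound wells and 100% = 2 mM ZnCl2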
NALP1 inh: NALP1 inflammasome inhibitors in reconstituted yeast, colorimetric, S. cerevisiae, triplicate retest; hit rate 0.61% among 280,000; S. cerevisiae NALP1/ASC/caspase-1 growth, X-gal OD620, 72 h; inhibition, % at 10 µM; AID 2071, 2009; in the data active = inhibition mostly above about 24%, no sharp cut-off; inactive = mostly below about 32%; also: some compounds called inactive have numbers as strong as hits
FID counter: compounds displacing fluorescent DNA intercalator, primary screen, artefact control for HCV NS3 helicase inhibitor project, biochemical, FID fluorescence | DNA fluorescent intercalator displacement | inhibition, % at 7.9 µM | hit rate 0.17% among 290,000; in the data active = inhibition above about 37%;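 also: 0% = vehicle and 100% = reference compound; higher means more ethidium bromide displaced from hairpin DNA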
UBC9 SUMO inh: inhibitors of in vitro SUMOylation cascade, primary screen, biochemical, HTRF, uHTS; HTRF SUMOylation assay, SAE1/SAE2 + UBC9; inhibition, % at 35 µM; hit rate 0.36% among 290,000; AID 2006, 2009; in the data active = inhibition above about 50%, passing the limit was not always enough; also: strong numbers were not always called active
Target sequence (P63279 whole entry, looked up): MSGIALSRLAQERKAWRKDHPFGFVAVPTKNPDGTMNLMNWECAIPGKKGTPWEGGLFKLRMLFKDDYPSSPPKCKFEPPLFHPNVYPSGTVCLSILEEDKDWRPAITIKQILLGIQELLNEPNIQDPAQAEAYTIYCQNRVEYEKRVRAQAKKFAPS
MEKK2 mut-MEK5: MEK5 binding signal on mutant MEKK2 PB1, primary screen, biochemical, multiplex bead flow cytometry, Alexa488-MEK5 | percent response, % at 10 µM | AID 1530, 2009 | hit rate 0.35% among 290,000 | Alexa488-MEK5 binding to MEKK2 mutant; in the data active = percent response above about 24%, passing the limit was not always enough; also: inactives centre near 1; some results filed as inactive read as strong as hits
MEKK2 WT-MEK5: modulators of MEK5 binding to wildtype MEKK2, primary screen, biochemical, multiplex bead flow cytometry, Alexa488-MEK5 | Mitogen-activated protein kinase kinase kinase 2 (Homo sapiens), Q9Y2U5 | Alexa488-MEK5 binding to MEKK2 WT; actives lie on both sides | binding response (% of control), % at 10 µM | hit rate 1.1% among 290,000; in the data active = binding response below about 67% or above about 130%
IMP-1 inhibitor: IMP-1 metallo-beta-lactamase inhibitors, primary screen, biochemical, epi-absorbance readout, Pseudomonas aeruginosa enzyme | purified IMP-1, nitrocefin hydrolysis, epi-absorbance fluorescence | inhibition, % at 5.6 µM | hit rate 0.45% among 290,000 | metallo-beta-lactamase IMP-1 (Pseudomonas aeruginosa) | AID 1556, 2009;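 active = inhibition above the mean plus 3 SD of all compounds in the same screening run, cut at about 4.5% in these data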;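 also: 0% = IMP-1 with DMSO and 100% = DMSO wells lacking enzyme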
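System: Purified recombinant IMP-1 metallo-beta-lactamase enzyme | Measured by: Fluorescence quenching readout, ex 480/em 530 nm | Replication: Singlicate | Incubation: 15 min preincubation plus 25 min reaction at 25 °C | Evaluation: Percent inhibition from optical density relative to buffer-blank wells | Benchmarks: DMSO with and without IMP-1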
VIM-2 inh: VIM-2 metallo-beta-lactamase inhibitors, primary screen, biochemical, epi-absorbance readout, Pseudomonas aeruginosa enzyme | hit rate 0.89% among 290,000 | inhibition, % at 5.6 µM | purified VIM-2, nitrocefin hydrolysis, epi-absorbance fluorescence;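 active = inhibition above the mean of all tested compounds plus 3 SD, cutoff set per screening run, cut at about 7.5% in these data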;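 also: red hydrolysis product quenches plate fluorescence so inhibitors raise well fluorescence; 0% = enzyme with DMSO and 100% = DMSO without enzyme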
NS3 helicase inh: inhibitors of HCV NS3 helicase, primary screen, biochemical, Cy5 molecular beacon fluorescence | Hepatitis C virus NS3 helicase | NS3 helicase DNA unwinding | inhibition, % at 10.9 µM | hit rate 0.56% among 290,000 | AID 1800, 2009;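 active = inhibition above the mean of all tested compounds plus 3 SD, set per campaign, cut at about 35% in these data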;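 also: 0% = DMSO wells and 100% = thioflavine S control wells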
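System: Hepatitis C virus NS3 helicase domain fragment enzyme | Reagent: Annealed dual-labelled DNA beacon duplex, ATP-started | Compound dosing: 10.9 µM single point, 0.8% DMSO | Incubation: 1 h reaction at 25 °C, ATP-initiated | Technique: Cy5 fluorescence | Evaluation: Percent inhibition from t60/t0 fluorescence ratio | Benchmarks: Low DMSO, high thioflavine S at 110 µM | Replication: Singlicate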
* hit, by the source's call; · = not tested or not shown; [ ] = remark or other dose.

Each structure is followed by: PfM18AAP inh	NALP1 inh	FID counter	UBC9 SUMO inh	MEKK2 mut-MEK5	MEKK2 WT-MEK5	IMP-1 inhibitor	VIM-2 inh	NS3 helicase inh
1	COc1cc2c(cc1OC)C(c1ccccc1C)CC(=O)N2 (stereo not drawn)
    0	6	-11	-7	1	102	-2.8	0.8	2
2	COc1ccccc1CNC(=O)N1CCN(S(=O)(=O)c2ccc(C)cc2)CC1
    -6	8	-34	-12	-6	94	-0.9	0.3	9
3	Cc1c(C(=O)N2CCCCC2)sc(NC(=O)c2ccco2)c1C#N
    0	12	-24	-4	1	102	-2.3	-1.7	4
4	CCOC(=O)c1cc(C)sc1NC(=O)CSc1nccn1C
    -1	7	-28	15	9	109	-4.2	-4.6	-3
5	CCOCCCNC(=O)C(c1ccc(Cl)cc1)N(Cc1ccc2c(c1)OCO2)C(=O)CNC(C)=O (stereo not drawn)
    3	3	-31	-3	-1	95	-2.6	-3.9	-3
6	NS(=O)(=O)c1ccc(NC(=O)CSc2nnc(-c3ccc(O)cc3)o2)cc1
    8	16	-1	0	4	101	-2.8	-1.8	3
7	COc1cc(C2CC(C(F)(F)F)n3ncc(C(=O)O)c3N2)cc(OC)c1OC (stereo not drawn)
    1	·	-13	22	0	99	-3.7	-3.1	-2
8	CCn1c(CN2CCN(c3ccc(OC)cc3)CC2)nc2cc(S(=O)(=O)N(C)C)ccc21
    0	-9	-43	-1	-7	93	-0.7	-1.5	-14
9	COc1ccccc1CNC(=O)C1CCN(S(=O)(=O)c2c(C)noc2C)CC1
    0	-7	-8	1	0	107	-0.9	-3.3	-6
10	Cc1cc(Br)c(OCc2ccc(C(=O)N/N=C3\CC4CC=CC34)cc2)c(Br)c1 (stereo not drawn)
    -7	13	-17	20	-3	91	-0.4	1.4	-2
11	CC(OC(=O)c1ccccc1N1C(=O)C2C3CCC(C3)C2C1=O)C(=O)c1ccccc1 (stereo not drawn)
    -11	23	-31	-2	-2	93	-1.8	-1.4	1
12	O=C(Nc1cccc2cccnc12)c1ccc(Cl)cc1
    6	16	-11	-19	5	97	-2.7	-1.8	11
13	Nn1cnc2c([nH]c3ccccc32)c1=O
    -1	16	1	-3	6	96	-1.1	-1.3	0
14	CCOc1ccc(OC(=O)NC(c2ccccc2)C(Cl)(Cl)Cl)cc1 (stereo not drawn)
    2	19	2	-33	-1	97	-3.2	-2.0	-10
15	CCOC(=O)/C(=C\c1ccccc1)NC(=O)c1ccccc1
    1	-1	-2	9	-3	88	-1.9	-1.1	8
16	COc1ccc(OC)c(NC(=O)CSc2nnc(CCCO)n2-c2ccccc2)c1
    -9	4	-20	-12	2	101	-2.7	1.4	16
17	CCn1c(CNC(=O)c2ccco2)nnc1SCC(=O)Nc1cc(C)c(C)cc1Br
    -9	13	-28	-2	1	101	-0.7	-3.7	11
18	Cc1ccc(CN2CCCC(CO)(Cc3ccccc3C)C2)s1 (stereo not drawn)
    2	11	-1	-2	5	105	-0.9	0.3	-23
19	CCOc1ccc(C2C(C(=O)c3ccc(C)o3)=C(O)C(=O)N2c2nc(C)c(C(=O)OC)s2)cc1 (stereo not drawn)
    10	22	-32	18	-4	94	-0.8	-0.6	35
20	CCCN1C(=S)SC(C)(C)C1/[N+]([O-])=C/c1cccnc1 (stereo not drawn)
    2	15	-1	11	6	109	-4.2	-2.6	-3
21	CCC1C(O)=C(c2ccccn2)C(=N)N1c1ccccc1 (stereo not drawn)
    -9	-5	-5	23	5	103	-1.9	-2.6	-5
22	CCc1nnc(SCC(=O)Nc2ccc(C(C)=O)cc2)nc1CC
    ·	17	·	-7	9	100	·	·	·
23	Cc1cc(C)c(S(=O)(=O)Nc2nnc(C)s2)c(C)c1
    -4	-4	-13	12	6	104	-1.1	-2.9	3
24	CC(C)(C)NC(=O)Cn1cnc([N+](=O)[O-])n1
    -2	-14	6	1	-21	2.0*[inhibitor]	-0.1	-0.7	6
25	COc1cc(/C=C/C(=O)O)cc(S(=O)(=O)Nc2ccc3nc(C)sc3c2)c1OC
    38*	·	-34	23	1	103	-2.5	-1.6	13
26	N#Cc1cc2cc3ccccc3nc2n2c(=O)c3ccccc3nc12
    -8	5	9	24	-10	82	-1.3	2.4	14
27	Cc1sc(NC(=O)C2CCCCC2C(=O)O)c(C(N)=O)c1-c1ccccc1 (stereo not drawn)
    5	-1	-35	24	-2	108	-4.3	1.1	1
28	CCOC(=O)c1c(S(=O)(=O)NCC(=O)N2CCN(c3ccc(F)cc3)CC2)c(C)n(C)c1C
    -2	28	-38	-5	-4	99	-2.4	-0.2	5
29	Cc1c(C(=O)NC2=NCCS2)oc2ccccc12
    5	20	-2	5	3	102	-2.1	-1.9	11
30	COCCNC(=S)N(Cc1cccnc1)Cc1ccc(OC)c(OC)c1
    4	3	-9	-31	-1	102	-0.4	-0.3	-8
31	Cc1ccc(Cn2c(Sc3nccc(C)n3)nc3c2c(=O)[nH]c(=O)n3C)cc1
    -18	4	-19	-4	4	103	-2.5	-3.6	8
32	Cc1cc(C)cc(NC(=O)C2CCCN2C(=O)Oc2ccccc2)c1 (stereo not drawn)
    6	6	-12	0	-2	93	-2.6	0.4	-2
33	CCC(C)NC(=O)c1c(C)cc(=O)oc1C (stereo not drawn)
    -1	14	-3	2	3	105	-0.4	0.8	1
34	O=C(CN1CCc2ccccc21)NCc1ccc2c(c1)OCO2
    -4	4	-2	-13	10	108	-2.8	-4.3	-6
35	O=C(CSc1ncccc1-c1nc2ccccc2[nH]1)N1CCN(c2ccccc2F)CC1
    -3	4	-13	28	-7	82	-0.2	-2.1	-4
36	COc1ccc(NS(=O)(=O)c2cccc(C(=O)NC3CCC(O)CC3)c2)cc1 (stereo not drawn)
    2	-2	-2	3	2	104	-3.0	-1.8	-8
37	O=C(Nc1ccccc1)N1CCN(C2c3ccccc3-c3ccccc32)CC1
    20	-5	-7	-10	-4	98	-4.0	-4.6	-1
38	Cc1[nH]n(-c2ccccc2)c(=O)c1/C=N/Nc1nncc(-c2ccccc2)n1
    2	10	-11	-80	1	100	-3.3	-0.4	3
39	CCn1nc(C(=O)OCC(=O)N2CCc3ccccc32)c2ccccc2c1=O
    3	·	-14	13	4	108	-2.1	-3.9	5
40	CC(C)C(NC(=O)c1cccc(S(=O)(=O)N2CCOCC2)c1)C(=O)NCCc1ccccn1 (stereo not drawn)
    -4	12	-8	6	2	99	0.3	-0.8	-5
41	Cc1cccc(-n2c(C)cc(/C=N/n3cnnc3)c2C)c1
    27	8	-3	-15	23	113	-1.8	-2.2	6
42	Cc1cc(Cl)ccc1OCC(=O)Nn1c(C)ccc1C
    3	15	-2	5	9	123	-2.9	-1.6	14
43	Cn1c(=O)c2c(nc(SCC(=O)N3c4ccccc4CCc4ccccc43)n2C)n(C)c1=O
    2	0	-2	8	-1	96	-2.9	-1.7	2
44	CCOC(=O)C1CCN(S(=O)(=O)c2cn(C)c(C)n2)CC1
    -3	-8	0	-1	-3	94	-0.9	-2.3	-16
45	CC(NC(=O)c1ccccc1Br)c1ccc2c(c1)CCCC2 (stereo not drawn)
    0	7	-14	3	3	102	-0.2	0.9	-12

Brought forward from above: 2 entries; new compounds follow.
Each structure is followed by: PfM18AAP inh	NALP1 inh	FID counter	UBC9 SUMO inh	MEKK2 mut-MEK5	MEKK2 WT-MEK5	IMP-1 inhibitor	VIM-2 inh	NS3 helicase inh
44	CCOC(=O)C1CCN(S(=O)(=O)c2cn(C)c(C)n2)CC1
    -3	-8	0	-1	-3	94	-0.9	-2.3	-16
45	CC(NC(=O)c1ccccc1Br)c1ccc2c(c1)CCCC2 (stereo not drawn)
    0	7	-14	3	3	102	-0.2	0.9	-12
46	CCCCOc1ccc(N2CC(C(=O)NCc3ccco3)CC2=O)cc1 (stereo not drawn)
    -13	3	-35	8	-6	97	0.0	1.6	-3
47	O=c1cc2c(nn1Cc1ccc(F)cc1)-c1ccccc1CC2
    8	-1	-23	-4	-7	88	1.1	0.5	-18
48	Cc1ccc(CN2CCNC(=O)C2CC(=O)N(C)C2CCOCC2)cc1 (stereo not drawn)
    -5	-13	-5	4	2	97	-3.0	-3.2	-6
49	CN(C)S(=O)(=O)c1ccc(C(=O)N2CCC(c3nc4ccccc4o3)CC2)cc1
    2	-1	-28	7	3	108	-2.8	-0.7	-14
50	C/C(=N\NC(=O)CCC(=O)Nc1ccccc1)c1cccs1
    3	29	0	12	-2	97	-2.3	-2.4	-8
51	O=C(O)C1CCN(C(=O)Cc2ccccc2)CC1
    -3	-1	9	-4	-9	87	-2.7	-4.1	-1
52	CC1=CN2C(=NC(=O)CC2(C)C(=O)N(CC(=O)NC2CCCC2)c2ccccc2C)C=C1 (stereo not drawn)
    -1	-2	-3	16	1	99	1.0	-3.4	3
53	COc1ccc(CC(=O)Nc2cccc(-c3nnc(-c4cccc(C)c4)o3)c2)cc1OC
    7	5	-3	14	4	107	-4.3	-5.5	-5
54	COc1ccccc1OC(C)C(=O)O (stereo not drawn)
    4	12	5	-19	-3	100	-1.6	-1.2	5
55	CCOCCn1c(=NC(=O)/C=C/c2ccccc2Cl)sc2cc(NC(C)=O)ccc21
    -5	-5	-4	22	8	101	-3.5	-1.7	-8
56	CN(C)CCN(C(=O)c1ccc2ccccc2c1)c1nc2ccc(Br)cc2s1
    -2	-4	5	2	12	144*	1.1	0.1	-5
57	O=C(CCC1COc2ccccc2O1)NCc1ccccc1 (stereo not drawn)
    -2	8	-3	15	-7	89	-1.7	-0.5	1
58	O=S(=O)(/C=C/c1ccccc1)N1CCNCC1
    7	21	-1	4	1	100	-2.1	-3.5	2
59	Cc1ccc(S(=O)(=O)N2CCC(C(=O)NC3CC3)CC2)cc1
    2	7	-5	6	2	101	-2.3	-0.9	10
60	COC(=O)c1c(-c2cc(C)ccc2C)csc1NC(=O)C1CC=CCC1C(=O)O (stereo not drawn)
    -1	-7	-35	15	0	110	-3.5	-2.1	28
61	CCOc1ccc(N=Cc2ccc3ccccc3c2)cc1
    2	3	-1	1	10	110	-1.8	-2.5	2
62	CCOc1cc(CNCCN2CCOCC2)ccc1OCc1ccccc1Cl
    -1	20	24	8	-1	104	-1.4	-2.8	-27
63	CC(=O)Nc1ccc(S(=O)(=O)NCCN2CCNC2=O)cc1Cl
    -1	32	-1	18	-4	101	1.4	-1.3	6
